Gli-Sufu block = Gli-Sufu pathway antagonists, primary screen, luciferase luminescence, Sufu-KO-LIGHT cells, uHTS; Sufu-KO-LIGHT fibroblasts, Gli luciferase reporter luminescence; inhibition, % at 5 µM; actives 0.74% (n = 340,000); AID 588413, 2011;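 active means inhibition above about 55%, limit read from the data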;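 further: 0% = DMSO-treated cells and 100% = wells with medium but no cells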
APJ antag = antagonists of human apelin receptor APJ, primary screen, CHO-K1 cells, beta-arrestin complementation, luminescence. inhibition, % at 20 µM. actives 0.32% (n = 330,000);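 active means inhibition above about 40% at 20 µM, limit read from the data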;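 further: cells challenged with 10 nM apelin-13 agonist together with compound; plate controls were apelin-13 plus DMSO wells for no effect and DMSO wells lacking apelin-13 for full effect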
CXCR6 inh = CXCR6 receptor inhibitors, primary screen, cell-based, beta-arrestin, luminescence, CHO-K1 PathHunter, 1536-well; C-X-C chemokine receptor type 6 (Homo sapiens), O00574; inhibition, % at 20 µM; actives 0.36% (n = 360,000); AID 602244, 2012; in the data active means inhibition above about 34%, passing the limit was not always enough;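 further: antagonist mode with CXCL16 agonist at 10 nM final; 0% = 10 nM CXCL16 with DMSO and 100% = unstimulated wells without agonist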
Target sequence (O00574 whole entry, looked up): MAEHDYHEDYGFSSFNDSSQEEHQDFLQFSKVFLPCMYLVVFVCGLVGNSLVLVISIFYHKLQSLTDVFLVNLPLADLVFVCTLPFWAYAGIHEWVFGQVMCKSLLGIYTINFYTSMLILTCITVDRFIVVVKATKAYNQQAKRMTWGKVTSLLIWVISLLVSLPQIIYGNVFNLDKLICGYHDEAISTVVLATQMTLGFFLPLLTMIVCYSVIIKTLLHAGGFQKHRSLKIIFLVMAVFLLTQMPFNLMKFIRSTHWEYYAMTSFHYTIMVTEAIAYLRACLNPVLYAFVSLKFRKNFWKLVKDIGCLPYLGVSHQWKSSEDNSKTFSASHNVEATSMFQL
CCR6 antag = CCR6 receptor antagonists, primary screen, cell-based, CHO-K1, luminescence, beta-arrestin, uHTS | C-C chemokine receptor type 6 (Homo sapiens), P51684 | CHO-K1 CCR6 PathHunter beta-arrestin, CCL20-stimulated | inhibition, % at 20 µM | actives 0.49% (n = 340,000) | AID 493098, 2011;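 active means compounds whose inhibition of the agonist-driven luminescence signal at 20 µM reaches about 50%, limit read from the data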;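 further: cells stimulated with CCL20 at 14 nM final; plate controls were DMSO with CCL20 for no effect and DMSO without agonist for full effect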
UBC13 polyUb = UBC13 polyubiquitin chain formation inhibitors, primary screen, biochemical, TR-FRET, uHTS; Ubiquitin-conjugating enzyme E2 N (Homo sapiens), P61088; inhibition, % at 20 µM; actives 0.47% (n = 330,000); in the data active means inhibition above about 45%, passing the limit was not always enough
Target sequence (P61088 whole entry, looked up): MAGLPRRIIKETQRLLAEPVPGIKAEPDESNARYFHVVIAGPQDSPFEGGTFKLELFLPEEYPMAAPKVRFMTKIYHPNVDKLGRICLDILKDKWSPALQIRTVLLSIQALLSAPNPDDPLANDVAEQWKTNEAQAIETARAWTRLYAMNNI
ATG4B inh = ATG4B protease inhibitors, primary screen, biochemical, fluorescence, uHTS; Cysteine protease ATG4B (Homo sapiens), Q9Y4P1; ATG4B cleavage of LC3-PLA2, NBD-HPC fluorescence, 1 h; inhibition, % at 8.33 µM; actives 0.51% (n = 340,000); in the data active means inhibition above about 40%
Target sequence (Q9Y4P1 whole entry, looked up): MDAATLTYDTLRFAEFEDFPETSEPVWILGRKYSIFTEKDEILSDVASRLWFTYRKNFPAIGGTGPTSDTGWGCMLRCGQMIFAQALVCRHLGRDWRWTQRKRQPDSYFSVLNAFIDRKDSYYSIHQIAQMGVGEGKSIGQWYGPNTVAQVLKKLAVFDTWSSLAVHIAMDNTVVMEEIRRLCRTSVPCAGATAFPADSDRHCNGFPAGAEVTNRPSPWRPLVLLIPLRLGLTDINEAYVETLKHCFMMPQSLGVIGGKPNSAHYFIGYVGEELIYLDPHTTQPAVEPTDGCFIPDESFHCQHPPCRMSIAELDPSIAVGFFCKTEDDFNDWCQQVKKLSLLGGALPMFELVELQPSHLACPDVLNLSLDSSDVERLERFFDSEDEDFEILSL
EBI2 block = EBI2 receptor antagonists, beta-arrestin recruitment, primary screen, cell-based, luminescence, 7a,25-OHC stimulation, uHTS | actives 0.81% (n = 360,000) | inhibition, % at 5 µM | AID 651636, 2012 | 7a,25-OHC stimulated | G-protein coupled receptor 183 (Homo sapiens), P32249; in the data active means inhibition above about 38%;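 further: enzyme fragment complementation signal reports receptor beta-arrestin coupling in cells; 0% = agonist plus DMSO wells and 100% = wells without agonist; some results beyond the cut were filed as inactive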
APJ agonist = agonists of human apelin receptor APJ, primary screen, CHO-K1 cells, PathHunter beta-arrestin, luminescence | activation, % at 20 µM | 0% DMSO wells, 100% apelin | actives 0.11% (n = 330,000) | AID 2520, 2010;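 active means activation more than six SD over the plate average, tested at 20 µM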;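 further: 0% = DMSO alone and 100% = apelin-13 at 10 nM; some results filed as inactive read as strong as hits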
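Assay system: CHO-K1 cells stably expressing ProLink-tagged human APJ and arrestin–beta-gal acceptor. Compound dosing: 20 µM single point, 1% DMSO. Times: 16-18 h seeding, 90 min dark compound exposure, 60 min detection. Detection: beta-gal luminescence. Evaluation: APJ–arrestin association signal. Controls: negative DMSO alone, positive Apelin-13 at 10 nM.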
* marks the source's active call; other numbers are inactive results; · = not tested or not shown.

Structure | Gli-Sufu block | APJ antag | CXCR6 inh | CCR6 antag | UBC13 polyUb | ATG4B inh | EBI2 block | APJ agonist
COC(=O)c1ccc(N2C(=O)CC(N3CCC(O)(c4ccc(Br)cc4)CC3)C2=O)cc1 (centres undefined) | -4 | -6 | -3 | -7 | 0 | -10 | 5 | 0
Nn1c(SCc2cccc(Cl)c2)nnc1-c1ccncc1 | 4 | 5 | -2 | -4 | -3 | -3 | -6 | -6
COc1ccc(C(=O)/C=C/NCc2ccc(F)cc2)cc1OC | 2 | -2 | 7 | 11 | -14 | 11 | 10 | 6
Cc1nc2ccccc2c2c1CC(C(C)(Cl)Br)O2 (centres undefined) | 55* | 5 | 5 | 10 | 19 | -4 | 12 | -1
O=C(O)Cc1sc(Nc2ccccc2)nc1-c1cccs1 | -28 | -2 | 7 | 9 | -8 | 2 | 7 | -4
Cn1c(=O)n(CC(=O)Nc2ccc(F)cc2)c2ccccc21 | -2 | -19 | 2 | -5 | 8 | -2 | -10 | -2
Cn1cc(CN2CCC(CO)(CCCc3ccccc3)CC2)c(-c2ccccc2)n1 | 9 | -8 | -2 | 4 | 7 | -3 | 4 | -3
CCCCn1c(=O)c(CCC(=O)O)nc2ccccc21 | -1 | 13 | 5 | 6 | 16 | -4 | -3 | -1
CCn1c(=NC(=O)COc2ccccc2)sc2cccc(F)c21 | -9 | -1 | -2 | 17 | -3 | 0 | 14 | -3
CC1CCc2nc(/C(C#N)=C/c3ccncc3)sc2C1 (centres undefined) | -28 | 3 | -7 | 18 | 11 | 5 | 5 | -3
CCN1CCN(c2ncnc3c2sc2nc(N4CCOCC4)c4c(c23)CCC4)CC1 | 17 | · | -6 | -9 | · | -1 | 11 | ·
Cc1ccc(S(=O)(=O)NCC(=O)OC2CCOC2=O)cc1 (centres undefined) | 3 | -7 | -10 | -13 | -4 | 0 | -3 | -2
CCc1nc2c(c(=O)c3ccccc3n2C)c(=O)n1C1CCCCCC1 | 12 | 7 | 0 | 10 | -4 | 15 | -9 | -3
COc1ccc(/C(N)=N/OC(=O)Cc2ccc(C)cc2)cc1 | -23 | 11 | -6 | -3 | 5 | -12 | 9 | -2
CCNC(=S)N1CCN(S(=O)(=O)c2ccc(C)cc2)CC1 | 7 | 7 | -4 | 11 | -10 | -7 | 7 | 0

Next part
Structure | Gli-Sufu block | APJ antag | CXCR6 inh | CCR6 antag | UBC13 polyUb | ATG4B inh | EBI2 block | APJ agonist
O=C(CCNC(=O)c1ccccc1)Oc1ccc([N+](=O)[O-])cc1 | -2 | 28 | -1 | 5 | -6 | 13 | 2 | -3
CCCCN(C)CC(O)Cn1cc(/C=C/C(=O)c2cccs2)c2ccccc21 (centres undefined) | 8 | · | -29 | 5 | · | 0 | -13 | ·
Cc1nc2cc(C(=O)N3CCN(C)CC3)ccc2n1C | 2 | 11 | -5 | -6 | 3 | 1 | 1 | 1
CN1CCC(N(C)CC(=O)Nc2ccccc2N2CCOCC2)CC1 | 3 | 3 | 1 | -7 | 0 | -13 | -7 | -4
O=C(CN(C(=O)c1csnn1)c1ccc(F)c(Cl)c1)NCc1ccc(F)cc1 | 14 | 9 | 7 | 6 | 2 | 4 | -7 | -4
COc1ccc(/C(O)=C2\C(=O)C(=O)N(CCN(C)C)C2c2cccc(OC)c2OC)cc1Cl (centres undefined) | -6 | 23 | -4 | 3 | 3 | -2 | 7 | -5
O=C(NC(=S)N1CCN(c2ccc([N+](=O)[O-])cc2Cl)CC1)c1ccco1 | 1 | 1 | 14 | 29 | -10 | 1 | -12 | 0
COc1ccc(NC(=O)CN2C(=O)NC(C)(c3ccccc3)C2=O)c(OC)c1 (centres undefined) | 18 | -1 | 7 | 0 | -2 | -3 | -18 | -2
Nc1[nH]c(=O)ncc1F | 5 | -2 | 1 | -8 | -4 | 7 | 6 | 3
O=C(C1CCN(CC2CCCCC2)CC1)N1CCCC1 | 8 | 14 | 3 | -8 | -13 | -9 | 0 | -5
Cc1ccn2c(=O)nc(SCc3cccc(C(F)(F)F)c3)nc2c1 | -13 | 4 | 4 | -1 | 12 | 20 | 7 | -2
COCCNS(=O)(=O)c1cc(Br)ccc1OC | 0 | -10 | 4 | -3 | 17 | -1 | -4 | -5
CCOC(=O)c1cnc2c(C)cccc2c1NCc1ccco1 | 5 | -13 | 5 | 14 | -2 | -10 | 8 | 0
CCc1cccc(Nc2cc(C)nc3ncnn23)c1 | -27 | 6 | 3 | 2 | 0 | 0 | -5 | 1
COC(=O)CC(NC(=O)Nc1ccccc1F)c1ccc2c(c1)OCO2 (centres undefined) | 0 | 13 | -6 | 11 | 3 | 5 | 0 | -4

Shown field by field: 4 of the compounds above.
CN1CCC(N(C)CC(=O)Nc2ccccc2N2CCOCC2)CC1
  Gli-Sufu block: 3
  APJ antag: 3
  CXCR6 inh: 1
  CCR6 antag: -7
  UBC13 polyUb: 0
  ATG4B inh: -13
  EBI2 block: -7
  APJ agonist: -4
O=C(CN(C(=O)c1csnn1)c1ccc(F)c(Cl)c1)NCc1ccc(F)cc1
  Gli-Sufu block: 14
  APJ antag: 9
  CXCR6 inh: 7
  CCR6 antag: 6
  UBC13 polyUb: 2
  ATG4B inh: 4
  EBI2 block: -7
  APJ agonist: -4
COc1ccc(/C(O)=C2\C(=O)C(=O)N(CCN(C)C)C2c2cccc(OC)c2OC)cc1Cl (centres undefined)
  Gli-Sufu block: -6
  APJ antag: 23
  CXCR6 inh: -4
  CCR6 antag: 3
  UBC13 polyUb: 3
  ATG4B inh: -2
  EBI2 block: 7
  APJ agonist: -5
O=C(NC(=S)N1CCN(c2ccc([N+](=O)[O-])cc2Cl)CC1)c1ccco1
  Gli-Sufu block: 1
  APJ antag: 1
  CXCR6 inh: 14
  CCR6 antag: 29
  UBC13 polyUb: -10
  ATG4B inh: 1
  EBI2 block: -12
  APJ agonist: 0

(cont.)
Structure | Gli-Sufu block | APJ antag | CXCR6 inh | CCR6 antag | UBC13 polyUb | ATG4B inh | EBI2 block | APJ agonist
Fc1ccccc1-c1nc(-c2ccc(-c3nn[nH]n3)cc2)no1 | -40 | 13 | 2 | 2 | -2 | -9 | 1 | -2
CCCN=C1N(C)C[C@@H]2[C@@H]3C(=O)N(C)C(=O)[C@@H]3[C@](Cc3ccccc3)(C(=O)OC)N12 | -1 | · | 3 | 22 | · | -4 | -4 | ·
CCOC(=O)c1ccc(NC(=S)N2CCN(CCNC3=CC(=O)CC(C)(C)C3)CC2)cc1 | 2 | 2 | 2 | 3 | 4 | -7 | -3 | -2
O=[N+]([O-])c1cc([N+](=O)[O-])c2cc3ccccc3nc2c1 | -7 | 16 | 41* | 45 | -64 | 14 | 70* | -2
CC(C)NC(=O)CC(=O)N/N=C/c1c(F)cccc1Cl | -6 | 10 | 2 | 0 | -3 | 0 | -1 | -3
CCCCCCCC(=O)Nc1ccc(S(=O)(=O)Nc2nccs2)cc1 | -13 | -2 | -7 | 16 | -7 | -2 | -5 | 1
COc1ccc(-c2nc(SC(C)C(=O)NCC3CCCO3)n[nH]2)cc1 (centres undefined) | -6 | 10 | -1 | 1 | 3 | -3 | 1 | 1
CC(C)c1ccc(/C=C/C(=O)N2CCOCC2)cc1 | -28 | 2 | -6 | 13 | 3 | -4 | 30 | -3
O=C1c2cccnc2C(=O)N1Cc1ccccc1 | -1 | 11 | -15 | 2 | 2 | 4 | 6 | -3
O=C(CC(=O)c1cccs1)c1ccncc1 | -9 | · | 13 | 10 | · | -5 | 0 | ·
NC(=O)c1ccc(Oc2ccc(-c3nnco3)cc2)c([N+](=O)[O-])c1 | -10 | -1 | -5 | -6 | -7 | 0 | -7 | -1
CSc1nnc(-c2ccccc2N=Cc2c(C)[nH]n(-c3ccccc3)c2=O)c(=O)[nH]1 | 8 | 30 | 0 | -7 | -4 | -1 | -13 | -3
Cc1ccc(P(=Nc2ccccc2)(N2CCOCC2)N2CCOCC2)o1 | 4 | 13 | -1 | -12 | -1 | 4 | 5 | 2
CC1CN(S(=O)(=O)c2cccc(C(=O)NNC(=O)C(C)Oc3ccccc3F)c2)CC(C)O1 (centres undefined) | 0 | 10 | 0 | -1 | 4 | -6 | -5 | -4
O=C(CC(c1ccccc1)c1ccccc1)OCn1nnc2ccccc2c1=O | -5 | 12 | 6 | -1 | -5 | 0 | -12 | -3

The list continues:
Structure | Gli-Sufu block | APJ antag | CXCR6 inh | CCR6 antag | UBC13 polyUb | ATG4B inh | EBI2 block | APJ agonist
CN1OC(COC(=O)c2ccc(Cl)cc2Cl)CC1c1ccccc1 (centres undefined) | -4 | 9 | -12 | -3 | -10 | 2 | 11 | -5
C/C(N)=C(/C#N)C(=O)COC(=O)c1cc(-c2cccc3ccccc23)nc2ccccc12 | 0 | 1 | 13 | -2 | 7 | -11 | -3 | 0
Cc1cc(C(=O)N2CCN(CCc3ccccc3)CC2)no1 | 5 | -9 | 6 | 1 | 2 | 0 | -19 | -1
COc1ccc(OC)c(/C=N/NC(=O)CSc2cc(C)nc3c(OC)cccc23)c1 | 12 | 3 | 2 | 11 | 5 | -7 | 13 | -2
CCC(=O)Nc1ccc(NC(=O)C23CC4CC(CC(C4)C2)C3)cn1 | 16 | -3 | -6 | 2 | 2 | 3 | -6 | 4
Cc1cc(=O)n2nc(N3CCC(C(=O)NCc4ccccc4Cl)CC3)sc2n1 | 17 | 4 | 2 | 12 | -5 | 15 | -3 | -2
CC(Sc1ncccn1)C(=O)Nc1ccc2c(c1)OCO2 (centres undefined) | 0 | 2 | -1 | 1 | -18 | -14 | 4 | 4
O=C(CCn1nnc(-c2cccs2)n1)NCc1ccccc1Cl | -7 | 15 | -1 | 15 | 2 | 6 | 4 | -5
COc1ccc(NC(=O)CN(C)CCOc2ccc(Cl)cc2)cc1OC | 15 | 1 | 0 | 5 | 6 | -4 | -4 | -2
COc1ccc(NC(=O)C2CCCC2)cc1S(=O)(=O)N1CCOCC1 | -4 | 6 | -1 | -7 | -5 | -6 | -9 | -5
COc1ccc(S(=O)(=O)N2CCOCC2)cc1NC(=O)c1cccc(Cl)c1 | 3 | -7 | -4 | 6 | -1 | 2 | -10 | 3
NS(=O)(=O)c1cccn1-c1ncc(C(F)(F)F)cc1Cl | 1 | 12 | 8 | 0 | 5 | -1 | -4 | -2

Compounds were not picked by outcome, and some 3% of all compounds hit somewhere here.
